# PvdQ acylase – P. aeruginosa PvdQ acylase inhibitors, primary screen, biochemical, fluorescence, plate reader and imaging, single point | purified PvdQ acylase | inhibition, % at 10 µM | 0.063% of 340,000 active | AID 488965, 2010; in the data active means inhibition above about 30%, passing the limit was not always enough;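 further: 0% = vehicle neutral wells and 100% = reference inhibitor wells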
# RTF Ca sens inh – cardiac RTF calcium sensitivity inhibitors, primary screen, biochemical, IANBD-TnC fluorescence, EC70 calcium. IANBD-labeled cardiac RTF, Ca2+ fluorescence. inhibition, % at 7.15 µM. 0.12% of 340,000 active. AID 493244, 2011;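 active means inhibition above the mean inhibition of all tested compounds plus 3 SD, cut at about 17% in these data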;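 further: assay run at fixed EC70 calcium of 1.6 mM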
# NSD2 HMT inh – NSD2 histone methyltransferase inhibitors, primary screen, biochemical, AlphaScreen, single concentration, set 2 | inhibition, % at 12.5 µM | NSD2 peptide methylation, 120 min | 0.54% of 310,000 active | AID 743445, 2014 | Histone-lysine N-methyltransferase NSD2 (Homo sapiens), O96028; in the data active means inhibition above about 50%
# Target sequence (O96028 whole entry, looked up): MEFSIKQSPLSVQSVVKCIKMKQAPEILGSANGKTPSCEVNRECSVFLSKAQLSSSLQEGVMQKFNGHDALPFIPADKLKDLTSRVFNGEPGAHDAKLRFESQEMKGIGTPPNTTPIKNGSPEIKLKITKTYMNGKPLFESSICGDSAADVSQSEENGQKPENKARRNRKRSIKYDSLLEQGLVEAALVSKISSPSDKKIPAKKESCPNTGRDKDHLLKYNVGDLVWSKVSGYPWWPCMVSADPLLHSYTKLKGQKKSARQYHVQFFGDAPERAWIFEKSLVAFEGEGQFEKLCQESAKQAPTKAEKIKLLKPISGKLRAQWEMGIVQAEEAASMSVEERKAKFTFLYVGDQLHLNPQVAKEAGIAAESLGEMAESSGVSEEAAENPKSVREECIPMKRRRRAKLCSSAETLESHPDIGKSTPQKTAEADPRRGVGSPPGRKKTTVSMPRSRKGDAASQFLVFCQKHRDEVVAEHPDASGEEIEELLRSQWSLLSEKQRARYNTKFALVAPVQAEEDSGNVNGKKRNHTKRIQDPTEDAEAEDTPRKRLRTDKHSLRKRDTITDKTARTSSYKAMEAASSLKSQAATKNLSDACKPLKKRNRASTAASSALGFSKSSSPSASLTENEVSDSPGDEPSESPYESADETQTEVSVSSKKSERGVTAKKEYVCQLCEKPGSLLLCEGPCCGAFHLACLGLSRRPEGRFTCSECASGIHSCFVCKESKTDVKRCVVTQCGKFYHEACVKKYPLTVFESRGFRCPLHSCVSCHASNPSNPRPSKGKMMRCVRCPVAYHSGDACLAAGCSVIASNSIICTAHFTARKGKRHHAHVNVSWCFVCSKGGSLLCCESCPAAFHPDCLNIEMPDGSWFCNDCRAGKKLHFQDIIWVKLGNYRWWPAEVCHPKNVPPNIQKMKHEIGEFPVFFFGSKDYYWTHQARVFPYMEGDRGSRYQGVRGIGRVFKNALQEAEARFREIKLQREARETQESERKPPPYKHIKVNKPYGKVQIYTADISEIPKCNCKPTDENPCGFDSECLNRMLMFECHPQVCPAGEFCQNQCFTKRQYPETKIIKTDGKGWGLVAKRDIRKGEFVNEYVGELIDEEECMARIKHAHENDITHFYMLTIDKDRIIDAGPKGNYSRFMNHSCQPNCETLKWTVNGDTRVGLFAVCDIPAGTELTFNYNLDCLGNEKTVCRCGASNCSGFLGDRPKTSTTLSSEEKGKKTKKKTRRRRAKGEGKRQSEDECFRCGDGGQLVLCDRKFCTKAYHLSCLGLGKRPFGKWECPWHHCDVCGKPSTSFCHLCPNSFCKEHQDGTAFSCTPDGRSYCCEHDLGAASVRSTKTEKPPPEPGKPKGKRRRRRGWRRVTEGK
# CDK5 p35 inh – inhibitors of human CDK5/p35 kinase, primary screen, biochemical, single concentration; Recombinant CDK5/p35, ADP-Glo luminescence, 60 min; 0.01% of 330,000 active; Cyclin-dependent kinase 5 (Homo sapiens) + Cyclin-dependent kinase 5 activator 1 (Homo …; inhibition, % at 10 µM;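 active means highest replicate inhibition of at least 50% and at least 75% of replicates reaching 50%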;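 further: plate controls were DMSO neutral control for no effect and GW8510 at 10 µM for full effect; many of its hits are not listed in these tables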
# C-LANA FP – inhibitors of KSHV C-LANA binding to DNA, primary screen, biochemical, fluorescence polarization, FAM-LBS DNA, MBP-C-LANA, single point. inhibition, % at 9 µM. AID 504423, 2011. 0.078% of 340,000 active;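 active means highest replicate inhibition at or above 60% at 9 µM, even if other replicates fall short; inactive means all replicates below 60% inhibition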;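 further: 0% = neutral control wells and 100% = 4 µM acridine orange control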
# PfHsp90 set2 – growth inhibition of PfHsp90-expressing yeast, primary screen, antimalarial PfHsp90 inhibitor project, S. cerevisiae, BacTiter-Glo luminescence, single point, set 2 | BacTiter-Glo ATP, 48 h; yeast lacking PDR1 and PDR3 efflux regulators | inhibition, % at 9.4 µM | 0.32% of 310,000 active;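 active means every replicate shows inhibition above about 80%, whatever the replicate mean, limit read from the data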;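 further: 0% = DMSO neutral controls and 100% = 20 µM radicicol positive controls; yeast relying on Plasmodium falciparum Hsp90 in place of its own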
# Rtt109 HAT inh – inhibitors of C. albicans Rtt109/Vps75 HAT, primary screen, biochemical, ThioGlo CoA-SH fluorescence, plate reader; purified Rtt109/Vps75, 4 h; inhibition, % at 34.9 µM; 0.16% of 330,000 active; AID 540336, 2011;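 active means inhibition of at least 50% in every replicate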
# SUMO Mot1 rescue – yeast Mot1-301 growth rescue at high temperature, primary screen, SUMOylation pathway inhibitor project, S. cerevisiae, ATP luminescence, 38.5C. S. cerevisiae Mot1-301 growth rescue; percent above DMSO median, 100 means doubled. growth rescue, % at 18.8 µM. 1% of 320,000 active. AID 2716, 2010;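 active means every valid replicate shows activation above 250% relative to neutral control wells; inactive means the rest, any valid replicate at or below 250%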;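 further: OY570 slx delta 5 strain wells were the positive control but not used for scaling; some compounds called inactive have numbers as strong as hits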
# cardiac RTF act – cardiac RTF calcium sensitivity activators, primary screen, biochemical, IANBD-TnC fluorescence, EC20 calcium; IANBD-labeled TnC RTF fluorescence at EC20 calcium; 0% EC20 calcium, 100% full calcium; Troponin I, cardiac muscle (Homo sapiens) + Troponin T, cardiac muscle (Homo sapiens) + …; activation, % at 7.2 µM; AID 493008, 2010; 0.24% of 340,000 active;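 active means activation above the mean over all tested compounds plus 3 SD, cut at about 30% in these data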;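 further: rise in fluorescence read as greater calcium sensitivity of cardiac thin filaments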
# dFosB act – activators of delta FosB homodimer, primary screen, biochemical, fluorescence polarization, TAMRA-CDK5 oligo, single point. Protein FosB (Mus musculus), P13346. activation, % at 25 µM. 0.99% of 340,000 active. AID 493131, 2011. purified delta FosB; percent of positive-control signal above neutral wells;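 active means mean activation above about 17%, with every replicate also reaching it, limit read from the data, passing the limit was not always enough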;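 further: fluorescence polarization rise as delta FosB binds a TAMRA Cdk5 AP-1 oligo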
# Keap1 Nrf2 FP – Keap1-Nrf2 protein-protein interaction inhibitors, primary screen, biochemical, fluorescence polarization, single point; 0.15% of 340,000 active; inhibition, % at 9.4 µM; Keap1 Kelch-Nrf2 peptide fluorescence polarization, 1536-well; in the data active means inhibition above about 12%;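 further: human Keap1 Kelch domain with fluorescein labeled Nrf2 9mer peptide probe; 0% = neutral control wells and 100% = peptide positive control; higher means more block of Keap1 binding to Nrf2 peptide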
# * hit, by the source's call; x = not tested or not shown; & = joins results of further samples.
molecule	PvdQ acylase	RTF Ca sens inh	NSD2 HMT inh	CDK5 p35 inh	C-LANA FP	PfHsp90 set2	Rtt109 HAT inh	SUMO Mot1 rescue	cardiac RTF act	dFosB act	Keap1 Nrf2 FP
COc1ccc2oc(=O)c(C(=O)NCc3ccccn3)cc2c1	-10	-1	-6	-2.5	-0.2	4	-301	-4	5	4	1
Cc1ccc(C)c(N(CC(=O)NCCSCc2ccco2)S(C)(=O)=O)c1	-1	0	1	-2.8	-0.1	-17	-33	-8	-4	5	-5
CN(C)CCOC(c1ccc(Cl)cc1)c1ccccn1 (centres undefined)	1&-6	-15&-9	x	0.0&-1.0	0.6&-0.6	-17&-26	5&-3	974*	0&1	2&-4	0&-5
CS(=O)(=O)N(CC(=O)NCC1CCCO1)Cc1ccc(Cl)cc1 (centres undefined)	0	3	1	-0.4	-1.4	-7	1	-6	-2	-3	-1
COc1cc(C=C2C(=O)OC(C)(C)OC2=O)ccc1OCC(=O)Nc1ccccc1	-5	-1	5	-1.0	-0.3	-43	-7	-18	0	-1	-8
COc1ccc(-c2[nH]ncc2/C=N\NS(=O)(=O)c2ccc(Cl)cc2)cc1	7	0	1	1.2	-1.7	x	12	-2	-7	-2	-2
COc1cc(C=O)ccc1OCC(=O)N1CCOCC1	-9	5	-3	-1.0	-0.2	37	-3	-6	-3	-2	1
CC(C)(Cc1ccccc1)NC(=O)C(=O)c1cn(CC(=O)N2CCOCC2)c2ccccc12	3	-13	1	2.0	1.8	-12	5	12	1	-2	-1
COC(=O)c1cccc(NC(=O)c2cc3ccccc3o2)c1	5	0	-2	-0.2	x	-16	10	-8	0	-25	2
Cc1c(N(C)C(=O)c2ccccc2F)c(=O)n(-c2ccccc2)n1C	-12	0	-2	-1.4	-0.4	-7	-10	x	5	5	0
O=C(CCCOc1ccccc1)Nc1nncs1	-6	0	-2	0.4	-0.6	x	8	4	10	-12	-2
CN(C)S(=O)(=O)N1CCC(CO)(Cc2cccc(C(F)(F)F)c2)CC1	-11	0	-2	-2.0	-1.6	6	3	-3	0	-7	0
CS(=O)(=O)N(CC(=O)Nc1ccccc1C(=O)NCc1ccccc1)c1ccc2c(c1)OCCO2	11	-3	0	2.6	0.5	25	10	9	-5	2	-3
O/N=C/c1cn(-c2ccc(Cl)cc2)nn1	-7	x	0	1.2	1.6	7	5	12	x	-1	3
CCN(CC)CCCNC(=O)Cn1nc(-c2ccccc2)ccc1=O	-16	-3	6	0.0	0.1	-3	-6	2	-6	-4	-1

# Other structures.
molecule	PvdQ acylase	RTF Ca sens inh	NSD2 HMT inh	CDK5 p35 inh	C-LANA FP	PfHsp90 set2	Rtt109 HAT inh	SUMO Mot1 rescue	cardiac RTF act	dFosB act	Keap1 Nrf2 FP
CCOc1ccc(N(C(=O)CNC(=O)c2ccco2)C(C(=O)NC2CCCC2)c2ccco2)cc1 (centres undefined)	-18	-2	0	2.3	0.0	11	-1	-13	9	-5	-2
O=C(CCn1nc(-c2ccccc2)c2ccccc2c1=O)Nc1cccnc1	5	2	-3	-0.5	-0.8	x	4	561	-1	-11	2
Cc1ccccc1NC(=O)Cc1nc(COC(=O)CCOc2ccccc2)cs1	-11	-1	-2	0.5	-2.2	10	0	-3	-1	-7	-9
CCCOc1ccc(NC(=O)c2cc3cc(C)ccc3[nH]2)cc1	-19	-6	4	1.0	0.1	-9	6	-8	3	-7	-3
O=C(CNS(=O)(=O)c1ccccc1)NCC(=O)OCc1ccc(Cl)cc1	6	1	-4	1.1	-0.1	-19	-7	-15	1	-4	-5
CCOc1nc(-c2ccccc2)ccc1-c1noc(-c2ccc(OC)c(OC)c2)n1	-7	-12	-4	1.7	0.5	-40	-2	x	0	-10	-3
CCOC(=O)Cc1ccc(NS(=O)(=O)c2ccc(SC)cc2)cc1	-7	2	-1	0.4	-1.4	17	-13	14	-4	0	1
O=C(O)[C@H]1CCCC[C@H]1C(=O)Nc1cc([N+](=O)[O-])ccc1F	-1	-2	-1	-1.1	-0.3	-24	2	1	2	-1	0
O=C(N=C1SC2CS(=O)(=O)CC2N1Cc1ccc(F)cc1)C1CCCO1 (centres undefined)	-8	2	-3	x	-2.4	28	-8	-12	5	3	-1
CC(C(=O)N1CCN=C1c1ccccc1)N1C(=O)c2ccccc2C1=O (centres undefined)	-9	-4	0	6.9	-0.3	1	0	-7	3	0	2
CC(C)C(=O)NC(NC(=S)Nc1ccc(S(N)(=O)=O)cc1)C(Cl)(Cl)Cl (centres undefined)	-16	-7	-3	2.4	-0.6	-8	-4	-6	-2	-1	-1
COC(=O)Nc1nnc(/C=C/c2ccccc2)s1	5	7	-3	0.4	-0.2	-4	-13	62	5	-2	5
O=C(COc1ccccc1)N1CCc2ccccc2C1	-4	5	0	0.4	-1.6	-3	14	-12	-13	5	-2
O=C(CSc1nc2cc(Cl)ccc2s1)NC1CCCc2ccccc21 (centres undefined)	1	-13	-3	x	0.1	-14	4	-3	-1	-7	-1
Nc1nc(N2CCN(C(=O)c3ccco3)CC2)nc2ccccc12	-4	12	-2	-1.0	-2.8	x	-8	-23	1	0	-2

# The list goes on.
molecule	PvdQ acylase	RTF Ca sens inh	NSD2 HMT inh	CDK5 p35 inh	C-LANA FP	PfHsp90 set2	Rtt109 HAT inh	SUMO Mot1 rescue	cardiac RTF act	dFosB act	Keap1 Nrf2 FP
O=C(O)CCn1c(=O)[nH]c2ccccc2c1=O	-11	-2	x	-0.9	-0.2	7	-16	-14	-7	0	2
CCN(CC)S(=O)(=O)c1ccc(/C=C/C(=O)Nc2ccc(F)cc2F)cc1	-2	0	5	0.0	0.3	14	-7	11	1	-7	2
O=C(Nc1ccccc1C(=O)NC1CC1)c1ccccc1	9	-4	-3	0.7	-2.1	0	-3	1	3	-9	2
COC(=O)Cc1ccc(NC(=S)N2CCN(c3cccc(O)c3)CC2)cc1	-7	-1	1	-1.6	-1.0	34	3	-1	11	3	-2
COc1ccc(CN(C(=O)CN2C(=O)C(C)Oc3ccccc32)C2CCCC2)c(OC)c1 (centres undefined)	10	-5	2	1.8	0.1	-11	11	-17	3	9	-1
O=c1cc(/N=C/c2coc3cc(Br)ccc3c2=O)[nH]c(=S)[nH]1	-1	-3	-1	0.4	-2.1	-4	-8	19	1	4	1
Cc1cc(Cl)c(S(=O)(=O)NCc2cccnc2)cc1OCC(N)=O	-8	-24	-3	0.2	-0.4	-14	5	348	-8	-10	-1
Cn1c(=O)cc(SCC(=O)NCCC2=CCCCC2)c2cc(Cl)ccc21	-3	8	1	0.2	0.1	x	2	-14	-3	-15	-1
CC(NCc1ccc2c(c1)OCO2)c1ccccc1 (centres undefined)	-1	1	1	-0.1	-0.5	9	-2	-8	-4	4	2
CCCCN(C)CCCNC(=O)CC1Oc2ccccc2NC1=O (centres undefined)	-7	-2	x	-1.0	-0.7	29	-8	457	-2	-2	-3
CC(C)[C@H](NC(=O)c1ccco1)C(=O)OCC(=O)N1CC(=O)Nc2ccccc21	-14	3	-5	-1.6	1.6	-9	0	81	5	-4	-6
O=C(O)c1ccccc1C(=O)NC1CCN(c2nccc(C(F)(F)F)n2)CC1	-15	-11	-3	-2.4	0.0	20	-3	12	3	2	4
CCN1CC=C2C(C#N)=C(N)C(C#N)(C#N)[C@H](c3ccoc3)[C@H]2C1	-12	-59	x	0.5	59	10	-70	-8	62*	-13	27*
O=C(c1cn(Cc2ccccc2)nc1-c1cccnc1)N1CCc2ccccc2C1	2	-12	25	1.6	-0.8	5	-5	-1	-5	-6	-1
O=C(COc1coc(CN2CCc3ccccc32)cc1=O)Nc1ccc([N+](=O)[O-])cc1	-10	9	-2	1.1	-0.4	-5	-9	2	-3	2	-5

# More records.
molecule	PvdQ acylase	RTF Ca sens inh	NSD2 HMT inh	CDK5 p35 inh	C-LANA FP	PfHsp90 set2	Rtt109 HAT inh	SUMO Mot1 rescue	cardiac RTF act	dFosB act	Keap1 Nrf2 FP
COc1ccccc1C(=O)NCC(=O)N1CCN(C/C=C/c2ccccc2)CC1	-6	0	-2	0.7	-0.7	-8	0	1	1	-1	1
COc1cccc(OC)c1C(=O)Nc1ccc(N2CCCCC2)cc1	-14	-23	6	-3.4	1.9	19	-3	x	6	1	0
N#CCCN(C(=O)COc1ccc(Br)cc1F)c1ccc(F)cc1	-8	6	-1	-1.0	-0.7	15	3	-15	-2	0	5
CC(=O)Nc1ccc(Nc2ncnc3c2cnn3-c2ccc(C)cc2C)cc1	15	3	1	-0.6	2.5	-12	1	2	-4	-2	-7
CN(C(=O)c1ccc(NC(=O)Cc2ccc(NC(=O)C3CCCN(C(=O)CCc4ccccc4)C3)cc2)cc1)C1CCCC1 (centres undefined)	-22	-8	x	-1.5	3.8	-2	5	x	-9	-9	1
COc1nc(-c2ccc(C)cc2)ccc1-c1noc(-c2cccnc2)n1	-15	-6	-3	1.9	-2.1	-10	-3	10	-1	-3	-8
COc1ccccc1C(=O)NCCC(=O)NCc1cccnc1	-10	-3	0	2.5	1.4	6	-1	6	2	3	4
COc1ccc(OCC(O)CNC(=O)c2ccccc2)cc1 (centres undefined)	1	-5	-1	-1.5	0.6	11	-1	0	9	-3	-5
Cc1ccc(C(=O)COC(=O)c2cc(=O)[nH]c3ccccc23)cc1C	-7	6	-6	-0.5	-0.4	10	-4	13	-6	-7	-3
Cc1ccc2nc3c(c(N)c2c1)CCN3C	-8	-4	2	1.3	-3.3	-11	-5	-1	-2	18*	-2
COc1ccc(NC(=O)CSc2nnc(Cc3ccccc3)c(=O)n2N)cc1OC	-13	-6	-1	1.8	-1.3	x	3	3	-5	11	0
CNC(=O)N(C1=NCCCCC1)c1ccc(Br)cc1	-19	-2	-3	-0.5	-0.4	-14	1	170	-1	1	1
COC(=O)c1ccc(NC(=O)CSc2nnc(C(C)NC(=O)c3ccccc3Cl)n2C)cc1 (centres undefined)	-14	-16	-4	-1.8	-2.0	-17	-7	x	1	-7	-2
O=C(NC1CCCC1)C(c1ccccc1F)N(C(=O)c1ccco1)C1CCCC1 (centres undefined)	-5	9	x	-0.7	0.0	7	5	-5	0	-2	-3
O=C(Nc1ccccc1[N+](=O)[O-])c1cc(S(=O)(=O)Nc2ccccn2)ccc1Cl	-16	-2	0	-0.2	-2.2	11	4	0	1	0	-4
C=CCn1c(NC)cc(=O)n(C)c1=O	-8	13	47	0.0	1.2	4	-3	28	-9	0	-1

# Source: PubChem BioAssay
